MMP-13 inhibitor: MMP13 (human) collagenase inhibition; P45452; MMP-13 fTHP FRET cleavage, Mca fluorescence; inhibition, % at 4 µM; 0.07% of 65,000 active; AID 570;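 active = inhibition above the mean of compound-free control plate wells plus 3 SD, cut at about 14% in these data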;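 note: 0% = DMSO wells and 100% = wells with reference MMP-13 inhibitor after basal subtraction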
HEK293 NFkB inh: lowers PMA/ionomycin-induced NF-kB signal in HEK293 cells; HEK-293 NF-kB luciferase reporter, luminescence; inhibition, % at 3 µM; 0.21% of 62,000 active; AID 465;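 active = inhibition above the mean of all tested compounds plus 3 SD, cut at about 40% in these data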;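 note: 0% = stimulated DMSO wells and 100% = 10 µM reference inhibitor 5653914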
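Reagent: PMA plus ionomycin mix as NF-kB-activating stimulus. Assay system: NF-kB luciferase reporter HEK-293 cells. Technique: luminescence from luciferase substrate reagent. Incubation: 1 h compound pre-incubation, 16 h PMA/ionomycin at 37 °C. Benchmarks: DMSO only as uninhibited control, 10 µM reference inhibitor as full inhibition. Repeats: tested once.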
MKP-1 inh: human dual specificity phosphatase 1 inhibition; recombinant MKP-1, OMFP hydrolysis fluorescence; inhibition, %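 (compounds tested at a single concentration somewhere between 10 and 100 µM)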; 0.15% of 65,000 active;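 active = inhibition above about 50%, limit read from the data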;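 note: 0% = DMSO max control wells and 100% = wells with enzyme stopped by NaOH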
Target sequence (P28562 whole entry, looked up): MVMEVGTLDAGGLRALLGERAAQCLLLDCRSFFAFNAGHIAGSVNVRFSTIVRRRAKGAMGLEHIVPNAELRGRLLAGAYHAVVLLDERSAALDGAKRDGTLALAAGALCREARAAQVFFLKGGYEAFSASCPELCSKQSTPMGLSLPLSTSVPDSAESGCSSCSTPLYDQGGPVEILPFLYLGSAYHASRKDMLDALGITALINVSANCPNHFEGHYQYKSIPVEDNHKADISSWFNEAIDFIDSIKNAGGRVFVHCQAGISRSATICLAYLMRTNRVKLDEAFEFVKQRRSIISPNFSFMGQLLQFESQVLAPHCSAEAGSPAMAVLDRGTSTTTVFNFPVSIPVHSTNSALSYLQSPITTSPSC
Cdc25B block: inhibitors of human Cdc25B phosphatase; recombinant Cdc25B, OMFP fluorescence Ex485/Em525; inhibition, %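 (compounds tested at 10 µM final in the well)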; 0.1% of 65,000 active; AID 368; in the data active = inhibition above about 50%
ROCK2 blocker: ROCK2 (human) kinase inhibition; O75116; purified ROCK2, Kinase-Glo ATP depletion luminescence; inhibition, % at 6 µM; 0.35% of 60,000 active;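 active = inhibition above the screen-wide mean inhibition plus 3 SD, cut at about 18% in these data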;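 note: plate controls were DMSO wells for no effect and Y-27632 control wells after no-enzyme background subtraction for full effect; many of its hits are not listed in these tables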
Jurkat tox 60K: reduces viability or proliferation of Jurkat cells. Jurkat E6.1 viability, ATP luminescence, 48 h. inhibition, % at 4 µM. 1.2% of 56,000 active;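 active = inhibition above the mean inhibition of all tested compounds plus 3 SD, cut at about 28% in these data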
PKA inh: inhibitors of human protein kinase A; P17612; inhibition, % at 6 µM; PKA Kemptide phosphorylation, Kinase-Glo ATP luminescence; 0.1% of 65,000 active;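 active = inhibition above the screen-wide mean inhibition plus 3 SD, cut at about 21% in these data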; note: many of its hits are not listed in these tables
TNAP act mid DEA: activates human TNAP at intermediate phosphate acceptor concentration | P05186 | purified TNAP, CDP-star luminescence, 100 mM DEA, 30 min; hits give high values; scale: 0 levamisole-inhibited, 1 vehicle-only enzyme | activation factor at 20 µM | 64,000 tested, under 10 active;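 active = activation factor of at least 2 at 20 µM, relative to controls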
Target sequence (P05186 whole entry, looked up): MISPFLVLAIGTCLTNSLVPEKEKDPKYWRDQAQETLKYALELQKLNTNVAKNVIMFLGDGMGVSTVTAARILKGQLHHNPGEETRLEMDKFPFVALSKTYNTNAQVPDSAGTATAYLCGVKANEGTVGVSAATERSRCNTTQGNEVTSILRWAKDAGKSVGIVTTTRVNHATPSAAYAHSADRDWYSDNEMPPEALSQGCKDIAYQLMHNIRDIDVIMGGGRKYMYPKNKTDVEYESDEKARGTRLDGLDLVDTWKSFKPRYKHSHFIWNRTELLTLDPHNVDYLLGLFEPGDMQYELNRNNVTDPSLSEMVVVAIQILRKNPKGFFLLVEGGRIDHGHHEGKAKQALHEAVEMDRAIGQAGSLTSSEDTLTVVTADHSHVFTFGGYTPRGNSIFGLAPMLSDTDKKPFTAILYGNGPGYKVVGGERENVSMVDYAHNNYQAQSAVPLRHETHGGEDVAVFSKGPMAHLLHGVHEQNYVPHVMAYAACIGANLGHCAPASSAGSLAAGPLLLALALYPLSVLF
JNK3 blocker: blocks human JNK3 kinase activity; P53779; purified JNK3 kinase activity, HTS; inhibition, % at 8 µM; 0.61% of 60,000 active; AID 746; in the data active = inhibition above about 17%;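 note: 0% = DMSO and 100% = reference inhibitor; many of its hits are not listed in these tables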
The depositor's hits bear a star; . = no result given. Compounds as they come. About 1.9% of those tested had a hit in this group.

Values in the order – MMP-13 inhibitor	HEK293 NFkB inh	MKP-1 inh	Cdc25B block	ROCK2 blocker	Jurkat tox 60K	PKA inh	TNAP act mid DEA	JNK3 blocker
(1) COc1ccc(NC2CS(=O)(=O)CC2NCc2ccco2)cc1 (configuration not stated)
→ 3	14	15	-15	.	.	9	0.9	.
(2) CN(c1ccc(C(=O)Nc2ccccc2C(F)(F)F)cc1)S(C)(=O)=O
→ 4	2	-4	-5	6	-6	8	0.9	2
(3) COc1ccc(NC(=O)c2c(NC(=O)CNCc3ccco3)sc3c2CCC3)c(OC)c1
→ -6	13	7	-14	6	-5	8	1	-4
(4) CCCCC(=O)Nc1ccc2c(c1)nc(CCN1CCOCC1)n2C
→ -9	-8	21	-5	3	0	5	0.8	2
(5) Oc1ccc(CNc2ccccc2)c2cccnc12
→ -2	4	12	-7	6	-3	5	1	3
(6) c1ccc2c(c1)N1CCN=C1N2CCN1CCCCC1
→ -4	10	5	-7	-1	-7	3	0.9	8
(7) COCCn1c(CN2CCN(c3ccc(F)cc3)CC2)nc2c1c(=O)n(C)c(=O)n2C
→ 4	19	15	-2	2	4	-1	1	-2
(8) CC1(C)CC(=O)c2c(nn(-c3ccccc3)c2N)C1
→ 0	8	-20	-8	5	-1	2	0.9	3
(9) CSCCOC(=O)C1=C(C)NC(=O)CC1c1ccccc1Cl (configuration not stated)
→ 0	16	4	4	4	-4	0	0.9	6
(10) Cc1cc(C(=O)NCc2cccs2)cs1
→ 3	19	-2	-9	3	2	3	0.9	-2
(11) COc1ccc(C(=O)Nc2nnc(C(F)(F)F)s2)cc1
→ -1	-25	-8	12	3	3	12	0.9	6
(12) CCCC(c1nnnn1C(C)(C)CC)N(Cc1ccco1)Cc1cc2ccc(OC)cc2[nH]c1=O (configuration not stated)
→ -2	19	35	-7	5	10	3	1	-4
(13) Cc1ccc(NC(=O)c2nnn(-c3cc(C)cc(C)c3)c2N)cc1
→ -5	2	-18	-12	-2	0	1	0.8	0
(14) Cc1ccc2c(Cl)cc(Cl)c(OCC(=O)NC(=O)NCc3ccco3)c2n1
→ 0	-10	15	-14	6	-6	9	1	1
(15) Fc1cc2ncn(Cc3ccccc3)c2cc1F
→ 5	8	-3	-13	0	5	-4	0.9	-4

Next part; the last three above are carried over.
Values in the order – MMP-13 inhibitor	HEK293 NFkB inh	MKP-1 inh	Cdc25B block	ROCK2 blocker	Jurkat tox 60K	PKA inh	TNAP act mid DEA	JNK3 blocker
(13) Cc1ccc(NC(=O)c2nnn(-c3cc(C)cc(C)c3)c2N)cc1
→ -5	2	-18	-12	-2	0	1	0.8	0
(14) Cc1ccc2c(Cl)cc(Cl)c(OCC(=O)NC(=O)NCc3ccco3)c2n1
→ 0	-10	15	-14	6	-6	9	1	1
(15) Fc1cc2ncn(Cc3ccccc3)c2cc1F
→ 5	8	-3	-13	0	5	-4	0.9	-4
(16) OCCN(CCO)c1ncnc2c1sc1nc(N3CCOCC3)c3c(c12)CCCC3
→ -11	.	27	-38	4	.	5	1	-3
(17) O=S(=O)(CCN(CCS(=O)(=O)C(F)(F)F)CC1CCCO1)C(F)(F)F (configuration not stated)
→ -2	16	-1	-5	0	13	-2	1.1	-3
(18) CCOC(=O)c1cn(CC)c2cc(N3CCSCC3)c(F)cc2c1=O
→ -22	6	-5	0	-3	0	2	0.9	4
(19) COc1ccccc1NC(=O)CN1CCN(CC(=O)Nc2ccc(OCc3ccccc3)cc2)CC1
→ 4	-1	24	-11	6	-3	12	0.9	-4
(20) O/N=C(/CN(O)/C=C1/C=CC=N1)c1cccs1
→ -5	7	-17	-1	2	-10	3	0.9	4
(21) Cn1c(N)c(C(=O)CSc2ccc3c(c2)OCCO3)c(=O)n(C)c1=O
→ 2	14	19	2	3	2	10	0.9	-1
(22) Cc1cc(-c2ccc(N3C(=O)CCC3=O)c(C)c2)ccc1N1C(=O)CCC1=O
→ 9	13	5	1	-3	8	-8	0.9	6
(23) CCOC(=O)C1CCN(C(=O)Cn2cc3c(n2)CCC(C)C3)CC1 (configuration not stated)
→ 6	7	2	3	5	-4	8	0.9	-2
(24) Cc1cc(S(=O)(=O)NCCN2CCOCC2)c(C)s1
→ -9	6	-18	-8	4	-3	8	1	0
(25) CCCC(=O)N1CCN(c2ccc(NC(=O)c3ccc(Br)o3)cc2)CC1
→ 4	13	18	-1	6	-6	9	0.9	2
(26) CCn1c(SCC(=O)Nc2cc(C)on2)nc2sc(C)c(C)c2c1=O
→ -13	8	8	-2	5	-5	9	0.9	2
(27) CCOC(=O)Cc1csc(Nc2c(C)n(C)n(-c3ccccc3)c2=O)n1
→ 8	13	15	-1	-1	1	-8	0.9	-2
(28) CCOC(=O)N1CCN(c2nc3c(c(=O)[nH]c(=O)n3C)n2Cc2ccccc2Cl)CC1
→ 3	9	19	-26	0	-7	3	0.9	-2
(29) CC(=O)NC(Cc1ccccc1F)C(=O)NC1CCN(C(=O)c2cnccn2)CC1 (configuration not stated)
→ 6	-5	24	1	-6	-5	-6	0.9	1
(30) COc1ccc(CCNC(=O)c2ccc(NS(=O)(=O)c3c(C)noc3C)cc2)cc1OC
→ 1	4	4	-4	6	-6	10	0.9	4
(31) COCc1cc(C)n(CC(=O)NC(C)c2ccccc2)c(=O)c1C#N (configuration not stated)
→ -21	9	-5	1	-5	7	2	0.9	-4
(32) O=C(NCC(=O)N(Cc1ccccc1)C(C(=O)NC1CCCC1)c1ccco1)c1ccco1 (configuration not stated)
→ 0	-1	-8	2	4	-9	2	1	3
(33) CCN(Cc1ccccc1)S(=O)(=O)c1ccc(C(=O)Nc2nnc(-c3ccccc3OC)o2)cc1
→ 1	23	21	10	3	2	10	1	-1
(34) CCCn1nc(C(=O)Nc2cccc(C(=O)OC)c2)c2ccccc2c1=O
→ -2	9	25	1	10	2	9	0.9	3
(35) CCC(CC)C(=O)Nc1cc(C)cc(C)c1
→ 0	13	4	-10	1	0	-2	1	4
(36) CCOC(=O)C(C(=O)Nc1ccccn1)C1CCCCC1 (configuration not stated)
→ -5	14	.	.	.	.	9	0.9	.
(37) CCOC(=O)c1nnn(-c2nonc2N)c1CN(C)C1CCCCC1
→ -2	14	-9	-2	4	4	0	0.9	8
(38) CCCCn1nnnc1NCc1ccc(N2CCCC2)cc1
→ -1	-2	-3	-1	3	0	1	1	-6
(39) CCc1nnc(SCc2ccc(OC)c(Br)c2)n1N
→ 2	0	-3	-6	6	-2	7	0.9	9
(40) COc1ccc(C)cc1NC(=O)CSc1nnc(-c2ccc(OC)c(OC)c2)n1N
→ 8	2	5	-4	.	.	3	0.9	.
(41) Cc1ccc(C(=O)NCC(=O)OCC(=O)c2c(N)n(C)c(=O)n(C)c2=O)s1
→ -4	11	11	2	4	0	1	0.9	4
(42) CC(C)c1ccc(NC(=O)NC2CCCCC2)cc1
→ 0	-53	-5	-8	6	-4	6	0.9	0
(43) Cc1ccc(S(=O)(=O)CC2CSc3nnc(C)c(=O)n32)cc1 (configuration not stated)
→ 3	1	-15	2	4	-4	5	0.9	-4
(44) COc1ccc(NCC(=O)Nc2ccc(Cl)cc2C)c(OC)c1
→ 1	21	13	1	3	0	1	0.9	-8
(45) O=C(CSC1=Nc2ccccc2C2=NC(CC(=O)NCc3ccco3)C(=O)N12)NCC1CCCO1 (configuration not stated)
→ -17	22	15	-5	0	8	2	1	-4

Grouped by structure: those above containing bromine.
Values in the order – MMP-13 inhibitor	HEK293 NFkB inh	MKP-1 inh	Cdc25B block	ROCK2 blocker	Jurkat tox 60K	PKA inh	TNAP act mid DEA	JNK3 blocker
(25) CCCC(=O)N1CCN(c2ccc(NC(=O)c3ccc(Br)o3)cc2)CC1
→ 4	13	18	-1	6	-6	9	0.9	2
(39) CCc1nnc(SCc2ccc(OC)c(Br)c2)n1N
→ 2	0	-3	-6	6	-2	7	0.9	9

(next part)
Values in the order – MMP-13 inhibitor	HEK293 NFkB inh	MKP-1 inh	Cdc25B block	ROCK2 blocker	Jurkat tox 60K	PKA inh	TNAP act mid DEA	JNK3 blocker
(46) CCCCn1cnc2c1c(=O)n(C)c(=O)n2C
→ -7	20	-4	-14	6	6	2	0.8	2
(47) COCCNC(=O)CN(C(=O)CCC(=O)Nc1ccccn1)c1ccc(F)cc1
→ 4	0	-14	-7	7	-3	5	0.9	1
(48) O=C1CC(N2CCN(c3nc4ccccc4s3)CC2)C(=O)N1c1ccc(F)cc1 (configuration not stated)
→ 0	18	20	-8	4	-4	1	0.9	-3
(49) Cc1cc(Cl)ccc1OCc1nc(-c2ccc(O)cc2)n[nH]1
→ 1	4	1	0	27*	21	6	0.9	2
(50) COc1cccc(C(=O)NCc2cccnc2)c1
→ -3	12	1	2	5	0	4	0.8	6
(51) O=C(NC1CCN(Cc2ccccc2)CC1)C1COc2ccccc2O1 (configuration not stated)
→ 7	-6	-30	-17	-9	0	-16	1	-5
(52) Cc1nccn1-c1ccc(C(F)(F)F)cc1NC=O
→ -5	12	-4	-8	4	-4	8	0.9	3
(53) O=C(CN1C(=O)CCSc2ccccc21)Nc1ccc2c(c1)OCO2
→ -1	8	8	-6	-1	6	-3	0.9	4

From PubChem
